Screening data deposited in PubChem BioAssay by The Scripps Research Institute Molecular Screening Center.
CHRM4 antagonist: human M4 muscarinic receptor antagonists, primary screen, CHO cells, Fluo-8 calcium fluorescence; inhibition, % at 3 µM; CHO-hM4 cells, ACh EC80; AID 624125, 2012; Muscarinic acetylcholine receptor M4 (Homo sapiens), P08173; 360,000 tested, 0.73% active;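 active = inhibition above its plate's cutoff, the mean inhibition of sample wells plus 3 SD, cut at about 27% in these data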;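 note: 0% = acetylcholine EC80 with DMSO and 100% = DMSO without agonist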
Target sequence (P08173 whole entry, looked up): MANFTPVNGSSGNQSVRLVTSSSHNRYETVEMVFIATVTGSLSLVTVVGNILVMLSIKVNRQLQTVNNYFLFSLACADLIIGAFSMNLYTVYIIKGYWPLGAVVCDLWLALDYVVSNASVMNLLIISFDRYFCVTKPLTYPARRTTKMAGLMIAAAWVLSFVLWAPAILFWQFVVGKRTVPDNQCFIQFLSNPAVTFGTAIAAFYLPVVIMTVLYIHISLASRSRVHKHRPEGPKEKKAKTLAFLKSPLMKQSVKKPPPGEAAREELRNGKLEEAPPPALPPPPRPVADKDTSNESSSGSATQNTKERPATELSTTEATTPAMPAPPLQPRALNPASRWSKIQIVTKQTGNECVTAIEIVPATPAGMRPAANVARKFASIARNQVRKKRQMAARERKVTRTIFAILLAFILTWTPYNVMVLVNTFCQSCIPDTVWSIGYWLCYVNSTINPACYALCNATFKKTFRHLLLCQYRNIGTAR
CHRM4 PAM: human M4 muscarinic receptor positive allosteric modulators, primary screen, CHO-K1 cells, Fluo-8 calcium fluorescence. Muscarinic acetylcholine receptor M4 (Homo sapiens), P08173. CHO-K1 hM4/Gqi5, ACh EC20; 0% = ACh EC20, 100% = maximal ACh. activation, % at 3 µM. 360,000 tested, 0.4% active;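 active = activation above its plate's cutoff, the mean activation of sample wells plus 3 SD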; note: some results filed as inactive read as strong as hits
CHO-K1 Ca PAM: nonselective calcium activators in parental CHO-K1 cells, primary screen, counter-screen for M1 PAM project, cell-based, Fluo-8 calcium fluorescence, full deck, 1536-well; 360,000 tested, 0.02% active; ATP EC20; 0% at ATP EC20, 100% at ATP max; activation, % at 3 µM;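 active = activation above the run cutoff, the mean activation of all test compounds plus 3 SD, cut at about 40% in these data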;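 note: peak over basal fluorescence ratio in a 140 s read after ATP addition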
CHRM5 antagonist: human M5 muscarinic receptor antagonists, primary screen, CHO cells, Fluo-8 calcium fluorescence; CHO-hM5 cells, ACh EC80; inhibition, % at 3 µM; 360,000 tested, 0.59% active;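 active = inhibition above a per-plate cutoff, the mean of that plate's test compounds plus 3 SD, cut at about 27% in these data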;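 note: 0% = acetylcholine EC80 with DMSO and 100% = DMSO without agonist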
Target sequence (P08912 whole entry, looked up): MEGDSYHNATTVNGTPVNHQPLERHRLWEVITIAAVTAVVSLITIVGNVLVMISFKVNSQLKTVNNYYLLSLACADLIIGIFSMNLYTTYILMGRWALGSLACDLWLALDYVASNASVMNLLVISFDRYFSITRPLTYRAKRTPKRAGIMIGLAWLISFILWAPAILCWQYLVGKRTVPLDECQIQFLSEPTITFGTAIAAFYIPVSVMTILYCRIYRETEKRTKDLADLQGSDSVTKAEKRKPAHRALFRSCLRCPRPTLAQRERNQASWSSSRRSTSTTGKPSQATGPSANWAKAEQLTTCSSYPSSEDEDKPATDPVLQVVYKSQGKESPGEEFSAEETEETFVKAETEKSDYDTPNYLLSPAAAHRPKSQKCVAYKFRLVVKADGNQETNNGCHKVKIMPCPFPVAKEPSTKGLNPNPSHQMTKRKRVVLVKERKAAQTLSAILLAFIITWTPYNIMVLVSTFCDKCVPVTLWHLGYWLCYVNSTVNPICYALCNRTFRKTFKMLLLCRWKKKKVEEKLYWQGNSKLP
M5 ag: human M5 muscarinic receptor agonists, primary screen, CHO-K1 cells, Fluo-8 calcium fluorescence. CHO-K1 hM5 cells; 0% DMSO wells, 100% maximal acetylcholine response. activation, % at 3 µM. 360,000 tested, 0.19% active. AID 624037, 2012;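 active = activation above the run's mean over test compounds plus 3 SD, cut at about 23% in these data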;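 note: signal is peak over basal fluorescence ratio across the kinetic read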
M5 PAM: human M5 muscarinic receptor positive allosteric modulators, primary screen, CHO-K1 cells, Fluo-8 calcium fluorescence | Muscarinic acetylcholine receptor M5 (Homo sapiens), P08912 | CHO-K1 hM5, ACh EC20 PAM; 0% = ACh EC20, 100% = ACh EC100 | activation, % at 3 µM | 360,000 tested, 0.3% active | AID 624038, 2012;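 active = activation above the run cutoff, the mean activation of all test compounds plus 3 SD, cut at about 18% in these data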
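Test system: CHO-K1 hM5 cells / Doses: single-point, 3 µM nominal / Times: Post-acetylcholine fluorescence recording 140 s / Technique: Fluo-8 calcium fluorescence / Measure: Max/basal fluorescence ratio as % of EC20–EC100 ACh window / Benchmarks: low control EC20 acetylcholine (0%), high control EC100 acetylcholine (100%) / Replicates: one well per compound, no replicates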
CHRM4 agonist: human M4 muscarinic receptor agonists, primary screen, CHO-K1 cells, Fluo-8 calcium fluorescence; Muscarinic acetylcholine receptor M4 (Homo sapiens), P08173; CHO-K1 hM4/Gqi5; vehicle 0%, full acetylcholine response 100%; activation, % at 3 µM; 360,000 tested, 0.14% active;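 active = activation above the run mean over all test wells plus 3 SD, cut at about 32% in these data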;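 note: peak over basal fluorescence ratio per well then scaled between controls; 0% = DMSO wells and 100% = acetylcholine at EC100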
CHO-K1 Ca antag: nonselective inhibitor or artifact in parental CHO-K1 cells; ATP-induced calcium, Fluo-8 fluorescence; inhibition, % at 3 µM; 360,000 tested, 0.6% active;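 active = inhibition above a per-plate cutoff, the plate's mean sample inhibition plus 3 SD, cut at about 24% in these data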;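 note: 0% = DMSO plus EC80 ATP and 100% = DMSO alone without ATP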
M1 ag parental: counter-screen for M1 agonists: effect in parental CHO-K1 cells | AID 602248, 2012 | Fluo-8 calcium fluorescence; scaled to maximal ATP response, vehicle zero | activation, % at 3 µM | 360,000 tested, 0.48% active; in the data active = activation above about 15%;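 note: untransfected CHO-K1 host cells lacking M1 receptor as counterscreen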
An asterisk follows results filed as active.

SMILES | CHRM4 antagonist | CHRM4 PAM | CHO-K1 Ca PAM | CHRM5 antagonist | M5 ag | M5 PAM | CHRM4 agonist | CHO-K1 Ca antag | M1 ag parental
O=C1c2cc(Cl)ccc2OC2(CCNCC2)C12CC(c1ccc(Cl)cc1)=NO2 (centres undefined) | 3 | 6 | 16 | 3 | 5 | 10 | 4 | 4 | 3.5
CC(=O)N(CCCN1CCOCC1)Cc1ccncc1 | 6 | 0 | 9 | 11 | -1 | 3 | 1 | -2 | 0.1
COc1ccc(C2CC(=O)N3CN(c4ccc(C)c(Cl)c4)CSC3=C2C#N)cc1 (centres undefined) | -3 | -4 | 12 | 1 | 0 | -2 | 0 | -6 | -0.1
Cc1cccc(N2CCN(Cc3cc(=O)n4ccsc4n3)CC2)c1C | -14 | 15 | 11 | -3 | -1 | 4 | 0 | -8 | 0.7
Cc1ccc(S(=O)(=O)Nc2ccc(NC(=O)CN3CCCCC3)c(Cl)c2)cc1 | 5 | -8 | 10 | 0 | -6 | -11 | -3 | 5 | 0.3
O=C(N/N=C/c1cccc(Oc2ccccc2)c1)c1cccc(O)c1 | 9 | -11 | -13 | 8 | -2 | -10 | 6 | 10 | 1.9
Cc1cc(NC(=O)COc2ccc3ccccc3c2Br)no1 | -10 | 2 | 14 | -5 | 1 | 6 | 0 | -16 | 1.3
O=C(Cc1ccccc1Cl)N1CCN(c2ccccn2)CC1 | 11 | -5 | -15 | 12 | -4 | 0 | 2 | 6 | 0.6
Cc1ccccc1CC(=O)NCCN1CCOCC1 | -3 | 3 | -3 | 4 | -4 | 5 | 1 | -22 | 0.7
CN(CC(=O)NC1CCCCCCC1)S(=O)(=O)c1cccc2cccnc12 | -2 | 2 | 18 | -5 | 5 | -2 | 11 | 0 | 5.3
Cc1cc(Nc2ccc(Br)cc2F)n2ncnc2n1 | 13 | -9 | 8 | 0 | 1 | -1 | 0 | 8 | -0.2
COc1ccc(N2C(=NC(=O)C3CCCO3)SC3CS(=O)(=O)CC32)cc1 (centres undefined) | -9 | 3 | 4 | 8 | -4 | 0 | 1 | -10 | 0.8
O=C(Cn1ncc2c(=O)oc3ccccc3c21)NCCN1CCN(c2ccccc2F)CC1 | -10 | 1 | 6 | 2 | 0 | 3 | 1 | 9 | 0.4
CCOC(=O)N1CCC(Nc2cccc(SC)c2)CC1 | -2 | 5 | 8 | -8 | 4 | 7 | 1 | -15 | 3.1
COc1ccc(/C(=C/Nc2cccc(Br)c2)C(C)=O)cc1OC | 5 | -2 | 19 | 8 | -6 | -6 | -1 | -10 | 0.0
Cc1cccc(NS(=O)(=O)c2ccc(-c3cnc(C4CC4)o3)cc2)c1C | -5 | -2 | 11 | -17 | 5 | -1 | 10 | -14 | 4.9
CC(Sc1nnc2n1CCCCC2)C(=O)Nc1ccccc1[N+](=O)[O-] (centres undefined) | -16 | 13 | 7 | 2 | 0 | 4 | 0 | -16 | -0.2
COc1ccc(OC)c(C2C(C(=O)c3ccc(C)o3)=C(O)C(=O)N2CCN2CCOCC2)c1 (centres undefined) | 0 | 2 | 18 | 14 | -3 | -6 | 1 | -16 | 2.1
CC(=O)N1CCOc2ccc(S(=O)(=O)N3CCN(c4cc(C)ccc4C)CC3)cc21 | 12 | -7 | -24 | 5 | -1 | -1 | 5 | 11 | 3.7
CC1(C2CC2)NC(=O)N(CC(=O)N2CCN(S(=O)(=O)c3ccc(F)c(F)c3)CC2)C1=O (centres undefined) | -1 | 5 | -6 | 12 | -9 | -7 | 1 | -7 | 0.2
CN(C)S(=O)(=O)N1CCC(CO)(CCc2ccccc2)CC1 | 0 | 0 | 10 | -11 | 1 | 6 | 2 | -12 | 1.0
COc1ccc(CC(=O)N2CCc3cc(OC)c(OC)cc3C2O)cc1OC (centres undefined) | -8 | 10 | -16 | 9 | -4 | 0 | 0 | 0 | 2.0
O=C(NC(=S)Nc1ccc(Cl)cc1)c1ccccc1 | -9 | 2 | -10 | 4 | -2 | -5 | 2 | 1 | 3.7
CCn1c(SCC(N)=O)nnc1-c1ccco1 | 20 | 1 | -3 | 1 | 3 | 0 | 1 | 14 | 0.8
CC(=O)C[C@H]1c2cc(C(F)(F)F)ccc2S(=O)(=O)N1C1CCCCC1 | -3 | -1 | 0 | 10 | -1 | -2 | -1 | -6 | -0.9
CC(C(=O)NC1CC1)c1ncc(C(F)(F)F)cc1Cl (centres undefined) | -1 | -2 | -3 | -11 | -1 | 9 | 1 | 7 | 0.1
O=S(=O)(NCCOc1ccccc1F)c1ccc(Cl)cc1F | -1 | 5 | -13 | 8 | 1 | -9 | 2 | 5 | 0.2
O=C(CCN1CCN(C/C=C/c2ccccc2)CC1)Nc1ccc(Cl)cc1 | 3 | 6 | 14 | 3 | -4 | -4 | 1 | -1 | 0.1
Cc1cccc(NC(=O)NCC(c2ccc(F)cc2)N2CCN(C)CC2)c1 (centres undefined) | -8 | 1 | 9 | 9 | -9 | 1 | 2 | -6 | 1.6
COc1ccc(CCN(C)C(=O)CCNC(=O)c2ccc(Br)cc2)cc1OC | 4 | 4 | 10 | -4 | -2 | 8 | 2 | -5 | 2.1
O=C(NNC(=S)Nc1ccc(OC(F)F)cc1)c1cc2c(s1)CCCC2 | -10 | 12 | -10 | -6 | -2 | 3 | 0 | -1 | -0.2
COc1cccc(CNC(=O)CCNS(=O)(=O)c2ccc3[nH]c(=O)oc3c2)c1 | -4 | 16* | -27 | -4 | -3 | 6 | 0 | 4 | -0.3
CC(OC(=O)c1cccn1C)C(=O)Nc1ccc2c(c1)OCO2 (centres undefined) | -14 | 6 | 7 | -11 | 13 | 6 | 2 | 4 | -0.1
COc1cc(NC(=O)N[C@H](C(=O)O)C(C)C)cc(OC)c1 | 0 | 16 | -7 | -9 | 0 | 4 | 1 | -5 | 0.0
Cc1ccnc(NC(=O)c2c(-c3ccccc3Cl)noc2C)c1 | 3 | 3 | -9 | -2 | -7 | 3 | 1 | 9 | -0.1
CCc1ccc(NC(=O)NCc2ccccn2)cc1 | 13 | -3 | -15 | 16 | -4 | -6 | 0 | 1 | 1.2
CCOC(=O)CC1(NC(=O)c2cc(COc3ccc(F)c(F)c3)on2)CCCCC1 | -1 | -3 | -23 | 3 | 7 | -3 | 16 | 8 | 3.6
N#CC1(NC(=O)Cn2cc(C(F)(F)F)ccc2=O)CCCC1 | -4 | 8 | 0 | 9 | 1 | 5 | 0 | -4 | 0.4
CCNC(=S)N1CCC(C(=O)c2ccc3c(c2)OCCO3)CC1 | 6 | 2 | -10 | 4 | -1 | -4 | 1 | 2 | 0.6
COc1ccccc1C1CCN(Cc2cccc([N+](=O)[O-])c2)CC1 | 5 | -30 | -16 | 8 | -20 | -10 | 0 | -1 | 0.0
CCOC(=O)c1sc(NC(=O)COC(=O)C(CCSC)NC(C)=O)nc1C (centres undefined) | -3 | -5 | 15 | -4 | 1 | -3 | 1 | 6 | 0.3
CC(OC(=O)c1ccc2c(c1)NC(=O)CS2)C(=O)c1ccc(F)cc1 (centres undefined) | 3 | 3 | 11 | 1 | 3 | -3 | 11 | -13 | 3.6
CCOC(=O)c1c(CN2CCC(C)CC2)oc2ccc(OC)cc12 | -2 | -2 | 16 | 4 | -2 | -5 | -1 | 6 | 0.6
CC(OC(=O)c1ccc2c(=O)n3c(nc2c1)CCCCC3)C(=O)Nc1ccc(Cl)cn1 (centres undefined) | -1 | 7 | 11 | 6 | -4 | -3 | 1 | -8 | 0.6
CC(c1ccccc1)n1cc(C(=O)NCc2ccncc2)nn1 (centres undefined) | 0 | -3 | 9 | -2 | -6 | 8 | 0 | 0 | -0.3
Cc1cccc(OCCCn2ccnc2)c1 | 1 | 2 | 18 | -13 | -4 | 9 | 1 | -31 | 0.5
CCOc1ccc2nc(NC(=O)C3CCN(c4cnccn4)CC3)sc2c1 | 16 | 14 | -5 | 5 | 3 | 3 | 6 | 8 | 0.6
COC(=O)c1sc(NC(=O)c2ccco2)nc1C | 2 | 2 | 22 | 0 | -1 | -1 | 0 | -16 | 1.0
O=C(COc1ccc(Cl)cc1)OCC(=O)N1CCOCC1 | -2 | 2 | -2 | -4 | 6 | 5 | 0 | -13 | 0.2
COc1ccc(C(=O)c2coc3ccc(O)cc23)cc1 | 4 | -6 | -1 | 6 | -3 | -9 | 0 | -8 | 2.2
O=C(c1ccc(C(F)(F)F)cc1)N1CCC(=O)N([C@H](COCc2ccccc2)Cc2ccccc2)CC1 | 3 | -2 | 10 | 6 | 0 | -5 | 9 | -17 | 3.0
COC(=O)Cn1c(=O)c2c(n(Cc3ccccc3)c1=O)N/C(=C/c1ccc(Br)cc1)C2=O | -3 | 4 | -22 | 0 | 3 | 2 | 1 | 17 | 0.0
NC(=O)c1nsc(C(=O)N(CC(=O)NC2CCCC2)Cc2ccc3c(c2)OCO3)c1N | 0 | 2 | 14 | -4 | -4 | -3 | 3 | -11 | 1.4
O=C(c1cc(C2CCCCN2S(=O)(=O)c2cccs2)on1)N1CCOCC1 (centres undefined) | -2 | 1 | 15 | 11 | -2 | 1 | 0 | 0 | 1.1
COc1ccc(C(=O)COC(=O)c2ccc(-n3cnnn3)cc2)c(OC)c1 | -24 | 5 | 10 | -3 | -4 | 0 | 4 | -1 | -0.7
CCc1c(C)nc(N)c(C#N)c1-c1ccccc1 | -5 | 3 | 17 | -12 | -2 | 11 | 0 | 2 | 1.3
CCn1cc([N+](=O)[O-])c(C(=O)N2N=C(c3ccccc3)CC2c2ccc([N+](=O)[O-])cc2)n1 (centres undefined) | -2 | -6 | -3 | 8 | -1 | -11 | 7 | -16 | 1.9
Cc1ccc(-c2nc(CS(=O)(=O)CC(=O)Nc3cc(F)ccc3F)c(C)o2)cc1 | -8 | -2 | 5 | -1 | 0 | 2 | 1 | -8 | -0.3
Cc1cc(C)n(-c2nc3ccccc3nc2N2CCOCC2)n1 | -8 | 9 | 11 | 1 | 1 | 0 | 0 | 2 | 0.2

4 compounds picked at random from the list so far, as already listed:
SMILES | CHRM4 antagonist | CHRM4 PAM | CHO-K1 Ca PAM | CHRM5 antagonist | M5 ag | M5 PAM | CHRM4 agonist | CHO-K1 Ca antag | M1 ag parental
O=C(COc1ccc(Cl)cc1)OCC(=O)N1CCOCC1 | -2 | 2 | -2 | -4 | 6 | 5 | 0 | -13 | 0.2
Cc1cc(C)n(-c2nc3ccccc3nc2N2CCOCC2)n1 | -8 | 9 | 11 | 1 | 1 | 0 | 0 | 2 | 0.2
Cc1ccc(-c2nc(CS(=O)(=O)CC(=O)Nc3cc(F)ccc3F)c(C)o2)cc1 | -8 | -2 | 5 | -1 | 0 | 2 | 1 | -8 | -0.3
CC(OC(=O)c1ccc2c(c1)NC(=O)CS2)C(=O)c1ccc(F)cc1 (centres undefined) | 3 | 3 | 11 | 1 | 3 | -3 | 11 | -13 | 3.6
